JMJD2E inh = inhibitors of human JMJD2E histone demethylase. Potency, µM (top dose mostly 57.1 µM), without a hit: at the highest dose activity change, negative = inhibition, hits mostly inhibitors. AID 2147. JMJD2E catalytic domain, FDH-coupled NADH fluorescence (FDH is formaldehyde dehydrogenase). 230,000 compounds, 1.6% hits; active means well fitted inhibition curve with a large enough effect, not every such curve was filed as active; inconclusive means small, poorly fitted or top-dose-only effect, or another doubt; inactive means no such curve, though single readings can be large or run the other way;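 further: 0% = wells with enzyme and -100% = buffer wells without enzyme; nearly all actives have a fitted effect of over 50% in size; many of its hits are not listed in these tables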
Target sequence (B2RXH2 1-337 limits assumed): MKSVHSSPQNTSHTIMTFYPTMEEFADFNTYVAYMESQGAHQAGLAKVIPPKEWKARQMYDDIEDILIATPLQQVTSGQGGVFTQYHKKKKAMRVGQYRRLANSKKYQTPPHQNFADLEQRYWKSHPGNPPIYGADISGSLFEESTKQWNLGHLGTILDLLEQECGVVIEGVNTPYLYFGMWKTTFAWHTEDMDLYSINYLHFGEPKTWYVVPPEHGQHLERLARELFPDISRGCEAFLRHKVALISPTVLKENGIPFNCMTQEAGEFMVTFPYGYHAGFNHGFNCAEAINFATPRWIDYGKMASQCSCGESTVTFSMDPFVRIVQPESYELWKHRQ
SMN2 splice up = enhancers of SMN2 splice variant expression. HEK293 SMN2-luciferase splicing reporter, luminescence, 30-36 h. Potency, µM (series often up to 46.1 µM), for inactives: at the highest dose activity change, positive = activation, usual class: activators. 210,000 compounds, 2.8% hits. AID 1458; further: % of control where 0% means no effect; nearly all actives have a fitted effect of over 55% in size
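qHTS luciferase splicing reporter: luminescence rises when SMN2 exon 7 is included in transfected HEK293 cells. Compound exposure lasted 30-36 h at 37C, with 4.5 mM final sodium butyrate as control, followed by a ONE-Glo read.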
GAA glycogen mod = inhibitors or activators of human alpha-glucosidase glycogen cleavage | Potency, µM (top dose mostly 76.4 µM), for inactives: top-dose activity change, negative = inhibition, hits mostly inhibitors | recombinant GAA, glycogen substrate, Amplex Red glucose oxidase fluorescence | P10253 | 300,000 compounds, 0.38% hits;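 further: 0% = full enzyme reaction and -100% = no-enzyme basal signal; the screen sought inhibitors and activators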
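Natural-substrate format: glycogen cleavage by 4 nM human enzyme, glucose read by Amplex Red coupling (Ex 573, Em 610 nm). Normalized to enzyme and no-enzyme controls.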
GAA inhib = alpha-glucosidase (human) inhibition; P10253; purified human GAA, 4-MU-alpha-glucoside fluorescence; Potency, µM (series often up to 76.9 µM), inactives show top-dose activity change, negative = inhibition, hits mostly inhibitors; 200,000 compounds, 0.005% hits;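 further: plate controls were uninhibited enzyme wells for no effect and no-enzyme background for full effect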
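Endpoint fluorogenic read: 20 min room-temperature reaction of 4 nM human alpha-glucosidase with 400 uM 4-methylumbelliferyl-alpha-D-pyranoside, pH 5.0, quenched with 1M NaOH/1M glycine pH 10. AC50 from Hill modeling.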
ALDH1A1 inh = blocks purified human ALDH1A1 activity. Potency, µM (doses to about 75.3 µM), without a hit: top-dose activity, negative = inhibition, hits mostly inhibitors. Purified ALDH1A1, NADH fluorescence, propionaldehyde substrate. 220,000 compounds, 7.3% hits. AID 1030; active means well fitted inhibition curve with a large enough effect, not every such curve was filed as active; inconclusive means small, poorly fitted or top-dose-only effect, or another doubt; inactive means no such curve, though single readings can be large or run the other way;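 further: plate controls were no enzyme wells and a reference inhibitor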
RGS12 GoLoco inh = RGS12 GoLoco-Gai1 interaction inhibition | 230,000 compounds, 0.44% hits | P63096 | Potency, µM (series often up to 61.6 µM), without a hit: at the top dose activity, negative = inhibition, usual class: inhibitors | Gai1:RGS12 GoLoco peptide FP, rhodamine, 10 min; active means well fitted inhibition curve with a large enough effect, not every such curve was filed as active; inactive means no such curve, though single readings can be large or run the other way; further: on the % scale 0 is the no-effect control and ±100 the full control effect; nearly all actives have a fitted effect of over 30% in size; many of its hits are not listed in these tables
Target sequence (P63096 whole entry, looked up): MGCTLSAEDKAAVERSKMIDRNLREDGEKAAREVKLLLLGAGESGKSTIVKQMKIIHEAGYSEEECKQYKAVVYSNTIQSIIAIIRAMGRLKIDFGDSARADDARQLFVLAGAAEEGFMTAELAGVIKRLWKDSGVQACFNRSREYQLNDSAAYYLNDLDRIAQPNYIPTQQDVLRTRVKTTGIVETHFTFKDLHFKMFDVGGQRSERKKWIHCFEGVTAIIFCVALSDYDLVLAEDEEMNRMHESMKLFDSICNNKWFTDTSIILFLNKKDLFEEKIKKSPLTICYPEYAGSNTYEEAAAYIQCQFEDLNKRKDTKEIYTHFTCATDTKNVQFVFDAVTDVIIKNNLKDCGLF
aGal spleen mod = inhibits or activates alpha-galactosidase in human spleen homogenate; P06280; human spleen homogenate, 4MU-alpha-Gal fluorescence, 40 min; Potency, µM (series often up to 80 µM), without a hit: at the highest dose activity change, negative = inhibition, usual class: inhibitors; 240,000 compounds, 0.008% hits;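 further: 0% = enzyme with vehicle and -100% = no enzyme basal signal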
Target sequence (P06280 32-429 limits assumed): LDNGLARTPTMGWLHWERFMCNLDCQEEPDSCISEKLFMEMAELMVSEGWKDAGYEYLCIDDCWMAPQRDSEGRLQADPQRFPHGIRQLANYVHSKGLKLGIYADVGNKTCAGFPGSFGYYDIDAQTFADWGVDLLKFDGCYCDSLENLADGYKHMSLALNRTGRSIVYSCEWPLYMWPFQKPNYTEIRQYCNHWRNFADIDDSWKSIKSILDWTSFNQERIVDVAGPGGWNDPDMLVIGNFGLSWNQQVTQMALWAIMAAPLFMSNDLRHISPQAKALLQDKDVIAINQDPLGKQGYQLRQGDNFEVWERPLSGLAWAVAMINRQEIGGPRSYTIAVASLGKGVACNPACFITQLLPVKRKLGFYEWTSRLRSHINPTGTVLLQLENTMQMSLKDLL
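qHTS titration in buffer at pH 5.0. Alpha-galactosidase activity in spleen homogenate was measured via 4-methylumbelliferone release from 1 mM fluorogenic substrate after 40 min at 37C and a pH 10 stop. AC50 came from Hill fits of control-normalized data.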
aGlu spleen mod = lysosomal alpha-glucosidase (human) modulation; P10253; human spleen homogenate, 4-MU-alpha-glucoside fluorescence; Potency, µM (highest dose often 79.9 µM), without a hit: top-dose activity change, negative = inhibition, hits mostly inhibitors; 240,000 compounds, 0.006% hits; AID 2112;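 further: 0% = enzyme with vehicle and -100% = no enzyme basal signal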
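Compounds were titrated against alpha-glucosidase in spleen homogenate at pH 5.0, with 1 mM 4-methylumbelliferyl substrate for 40 min at 37 C. Reactions were quenched with pH 10 NaOH/glycine and fluorescence measured.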
* marks the source's active call; other numbers are inactive results; ? = inconclusive; . = not tested or not shown; [ ] = dose if it differs, or a comment. Unless noted, the call rests on the fitted dose curve; in most records, active means well fitted curve in the direction sought with a large enough effect; inconclusive means small, poorly fitted or top-dose-only effect, or another doubt; inactive means no such curve, though single readings can be large; an effect the other way counts as inactive or inconclusive. Potency means the concentration at half of the fitted maximal effect. An excerpt (hit frequency here may not be typical).

SMILES | JMJD2E inh | SMN2 splice up | GAA glycogen mod | GAA inhib | ALDH1A1 inh | RGS12 GoLoco inh | aGal spleen mod | aGlu spleen mod
O=C(CCN1C(=O)c2ccccc2C1=O)NCCCn1ccnc1 | 2% | -2% | 4% | -1% | -2% | 3% | -3% | .
CCOC(=O)C1=C(O)/C(=C/c2ccc(OCC(=O)O)c(OCC)c2)SC1=Nc1ccccc1 | -4% | 3% | 15% | 8% | 4% | 46%[activator] | -9% | -10%
Cc1ccccc1Cn1c(=O)n(Cc2ccco2)c(=O)c2ccccc21 | 0% | 7% | 1% | -9% | -3% | 0% | 0% | 3%
COCCNC(=O)CN(C(=O)CCC(=O)Nc1ccccn1)c1ccc(F)c(Cl)c1 | 0% | . | -1% | -2% | 4% | . | -5% | 2%
Cc1nc2sc(C(=O)OCC(=O)N3c4ccccc4CC3C)c(C)c2c(=O)[nH]1 (stereo unspecified) | ? | -4% | -11% | -2% | 13% | -3% | 6% | -10%
CN(C)c1ccc(CNC(=O)C2(C)C=CCN2C(=O)c2ccccc2)cc1 (stereo unspecified) | ? | 16µM* | . | . | 18µM* | 2% | 3% | -10%
Cc1ccc(CN(c2ccc(C(=O)Nc3ccc4c(c3)OCO4)cc2)S(C)(=O)=O)cc1 | -1% | -1% | 1% | -13% | ? | -1% | 2% | -5%
CC(=O)Nc1ccc(NC(=O)CCCSc2nc3ccccc3s2)cc1 | 3% | -22% | 6% | 8% | 0% | 15% | 0% | 1%
COc1ccc(C(=O)NCCCn2ccnc2)cc1[N+](=O)[O-] | 0% | . | -2% | . | . | 53%[activator] | -5% | 7%
CC12CC(c3ccccc3O1)C(C(=O)N1CCOCC1)C(=O)N2 (stereo unspecified) | 7% | . | 6% | 0%[15.4 µM] | ? | 7% | 13% | 8%
O=P(O)(CN1CCCCCC1)CN1CCCCCC1 | -2% | 2% | 4% | -12% | 9% | 4% | 1% | 2%
Cc1cc(C)c(C)c(S(=O)(=O)N[C@@H](C)C(=O)OCC(N)=O)c1C | 0% | -8% | -8% | -1% | 2% | -1% | -3% | .
O=C1c2ccccc2C(=O)N1C/C=C/CN1C(=O)c2ccccc2C1=O | -2% | 9% | -3% | 1% | 3% | 6% | -2% | -3%
COc1ccc(Cc2nc(-c3ccccn3)no2)cc1OC | 0% | 22% | -1% | -2% | 2% | 4% | 13% | 9%
COc1ccc(CCNC(=O)CCC(=O)N2CCN(S(=O)(=O)c3ccc(Cl)cc3)CC2)cc1OC | 1% | -41% | -9% | -8% | -7% | -10% | -3% | -10%
O=C(NC1CCCC1)c1cc(COc2ccc3ncccc3c2)on1 | -8% | . | -1% | . | . | 5% | 4% | 2%
COc1cc2[nH]c(=O)n(CCCCCC(=O)N3CCN(c4ccccc4)CC3)c(=O)c2cc1OC | ? | -10% | -4% | -8% | 3% | 3% | -2% | -3%
O=C1N=c2ccc(Br)cc2=C1c1sc(=S)n(NS(=O)(=O)c2ccccc2)c1O | 0% | 1% | -17% | -1% | ? | -16% | 0% | -4%
CC/C(O)=N\S(=O)(=O)c1ccc(N=NN(C)C)cc1 | 4% | -10% | 1% | 6% | -1% | 2% | -1% | -11%
Cc1cc2n(n1)C(c1ccc(O)cc1)Nc1ccccc1-2 (stereo unspecified) | ? | 7% | -15% | -5% | -4% | 5% | 4% | -3%
O=C(O)c1cc2nccc(-c3ccc(F)cc3)n2n1 | ? | -4% | -1% | 1% | -11% | -3% | 5% | 10%
O=C1N/C(=C/c2ccc(Br)s2)C(=O)N1c1ccccc1 | -4% | 16% | 1% | -5% | -2% | 4% | 0% | 5%
Cc1nc(Cl)c(C(=O)NC(=O)Nc2cccc(C(F)(F)F)c2)c(C)c1[N+](=O)[O-] | -2% | -46%[inhibitor] | 3% | 2% | 5% | -11% | -3% | 2%
CNC(=O)c1cc2c(=O)n3cc(C)ccc3nc2n(Cc2ccco2)c1=N | ? | 4% | -3% | 8% | ? | 7% | 10% | 4%
COc1ccc(NC(=O)C2=C(C)C(=O)OC23CCC(C)CC3)c(OC)c1 (stereo unspecified) | -9% | 2% | -1% | 3% | -1% | 2% | 0% | -4%
CCOC(=O)c1cnc2c(-c3ccc(Cl)cc3)cnn2c1C | -1% | 11µM* | 17% | 14% | 1% | 11% | 0% | -8%
COc1ccc(NC(=O)Cn2c(CCC(=O)O)ccc2-c2ccc(C)cc2)cc1 | -6% | 11% | ? | -3% | -176% | 53%[activator] | 6% | 14%
COc1ccc(-c2coc3cc(OC4OC(CO)C(O)C(O)C4O)cc(O)c3c2=O)cc1 (stereo unspecified) | 1% | . | . | . | -3% | 3% | -7% | 0%
Cc1ccc(Nc2nc(-c3c(C)n(C)n(-c4ccccc4)c3=O)c(C)s2)cc1 | -3% | -33%[inhibitor] | ? | -1% | 6% | 2% | -5% | -1%
CCOC(=O)/C(C#N)=C1/CCCCCN1C | 2% | 7% | 5% | -5% | -3% | 8% | -13% | -26%

Structures listed so far marked active in SMN2 splice up.
molecule | JMJD2E inh | SMN2 splice up | GAA inhib | ALDH1A1 inh | RGS12 GoLoco inh | aGlu spleen mod
CN(C)c1ccc(CNC(=O)C2(C)C=CCN2C(=O)c2ccccc2)cc1 (stereo unspecified) | ? | 16µM* | . | 18µM* | 2% | -10%
CCOC(=O)c1cnc2c(-c3ccc(Cl)cc3)cnn2c1C | -1% | 11µM* | 14% | 1% | 11% | -8%

The list continues.
SMILES | JMJD2E inh | SMN2 splice up | GAA glycogen mod | GAA inhib | ALDH1A1 inh | RGS12 GoLoco inh | aGal spleen mod | aGlu spleen mod
O=C(CSc1ccccc1)Nc1cc(S(=O)(=O)N2CCOCC2)ccc1N1CCOCC1 | 1% | -2% | -1% | ? | 1% | -13% | 0% | 0%
Cc1c(Cl)cccc1NC(=S)N/N=C/c1ccccc1Cl | 3% | . | -2% | . | . | 4% | 4% | 7%
CCOC(=O)Oc1ccc2oc(C)c(C(=O)OCCOC)c2c1 | 1% | -7% | 2% | 6% | 6% | 8% | 0% | -1%
CCOc1ccccc1NC(=O)C(Sc1nnnn1C)c1ccccc1 (stereo unspecified) | -1% | -8% | -5% | ? | ? | -13% | 0% | -3%
CN1CCN(C(=O)c2cc(Oc3c(F)c(F)c(F)c(F)c3F)cc(C(=O)N3CCN(C)CC3)c2)CC1 | -5% | 11% | -2% | 6% | 4% | 8% | 0% | -18%
Cc1c(O)c2c(=O)n(-c3ccccc3)c(-c3ccccc3)cc2oc1=O | 11% | -19% | 12% | -2% | 1% | 3% | -2% | 5%
COc1ccccc1S(=O)(=O)Cc1ccc(C(=O)N2CCN(c3cccc(Cl)c3)CC2)o1 | 5% | -4% | 30% | ? | ? | -13% | 13% | 9%
NC(=O)COC(=O)c1cccc(S(=O)(=O)N2CCN(c3ccccc3)CC2)c1 | 6% | -19% | 5% | 5% | ? | -1% | 2% | 4%
CCCn1c2ccccc2c2nnc(SCC(=O)OC)nc21 | 8% | . | -13% | 4% | 14µM* | . | 8% | 9%
O=c1[nH]c(CCC2CCCC2)nc2ccccc12 | -1% | 8% | 10% | 3% | -1% | 10% | -4% | -8%
O=C(OCC#CCSc1nnc(-c2ccc([N+](=O)[O-])cc2)o1)c1cccs1 | -1% | -15% | -11% | 1% | ? | 9% | 1% | 1%
COCCN1Cc2cccc(C(=O)N3CCN(c4ccccc4)CC3)c2C1=O | -4% | ? | -10% | -2% | -7% | -9% | 7% | -2%
Cc1ccc(-n2nc(C)c(C3C(C#N)=C(N)OC4=C3C(=O)CCC4)c2Cl)cc1 (stereo unspecified) | -24% | 19% | -9% | 4% | -8% | 5% | 9% | -12%
COc1ccccc1OCCN(C#N)c1nc(N(C)C)nc(N(C)C)n1 | 5% | -9% | -3% | -11% | ? | 29% | -6% | -3%
COc1ccc(Cl)cc1C(=O)Nn1cnc2ccccc2c1=O | -4% | 1% | 8% | 4% | 1% | 4% | -6% | -13%
Cc1ccc2[nH]cc(C(=O)CN3CCN(c4ccccn4)CC3)c2c1 | -26% | -9% | -10% | 6%[15.4 µM] | ? | 8% | 0% | 7%
COc1ccc2nc(Sc3c([N+](=O)[O-])nc(C)n3Cc3ccccc3)[nH]c2c1 | 1% | -1% | 0% | 0% | -6% | -6% | -13% | 1%
COc1ccc(Nc2nc(C)cc(C)c2C#N)cc1OC | 7% | -20% | -4% | 0%[15.4 µM] | -4% | 6% | -5% | -6%
COc1ccc(C2C(C#N)=C(C)NC3=C2C(=O)c2ccccc23)cc1 (stereo unspecified) | ? | 28% | 0% | -10% | ? | 11% | -4% | -6%
Cc1ccc(Cl)cc1NC(=O)N[C@@H](CC(C)C)C(=O)O | 4% | . | 5% | . | . | -7% | -3% | -2%
COc1ccc(N2CCN(C(CNC(=O)C(=O)NCC3CCCO3)c3ccco3)CC2)cc1 (stereo unspecified) | 3% | -22% | -2% | 0% | ? | -18% | -10% | -4%
ClC(Cl)(Cl)c1nc(N/N=C/c2ccncc2)c2ccccc2n1 | -1% | 2% | 1% | -12% | -3% | 3% | -1% | -19%
O=C(Nc1ccccc1Cl)c1ccccc1 | 15% | -19% | 4% | 6% | 4% | 1% | -7% | -3%
CSCCC(NC(=O)c1ccccc1)C(=O)NC1CCCC1 (stereo unspecified) | 3% | . | 0% | -4% | 0% | 3% | -4% | -7%
Cc1cc(C(=O)Nc2ccc3c(c2)OCO3)cs1 | 3% | 13µM* | -4% | -15% | -9% | 25% | 6% | 5%
COc1cc(NC(=S)Nc2ccc3c(c2)OCCO3)cc(OC)c1OC | 2% | . | -10% | . | . | 7% | 5% | 1%
CC(C)CN1CCN(Cc2cnc(N3CCOCC3)s2)CC1CCO (stereo unspecified) | 9% | . | 3% | -3% | -3% | 8% | 1% | 3%
COc1nnnc2c1sc1nc(N3CCOCC3)c3c(c12)CC(C)(C)OC3 | 0% | . | -14% | 3% | ? | . | 6% | 0%
CCOC(=O)C1(CCOc2ccccc2)CCN(Cc2ccc(C)o2)CC1 | -1% | . | 11% | 10% | 18µM* | 4% | -4% | 1%
COCCNCCOc1ccc(C)cc1[N+](=O)[O-] | 2% | . | -15% | 7% | -93% | -16% | -12% | -1%
Cc1cccc(NS(=O)(=O)c2ccc(Br)s2)n1 | -21% | . | 6% | -4% | ? | 4% | 7% | -20%

High-throughput results (PubChem)
